NR3A LBD binder – binders of NR3A ligand-binding domain, primary screen, biophysical, differential scanning fluorimetry, uHTS. NR3A LBD differential scanning fluorimetry, Tm shift; 0% = protein alone, 100% = glycine-bound protein. Tm shift relative to glycine control, % at 25 µM. 2.5% of 340,000 active. AID 1259313, 2017;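 active means melting temperature shift of at least 10% of the positive control shift, at one fixed dose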
beta cell repl – inducers of MIN6 beta-cell proliferation, primary screen, ATP luminescence, uHTS; MIN6 cells proliferation, ATPlite luminescence, 48 h; cells starved in 0.2% serum; 100% = growth in 10% serum; proliferation, % at 10 µM; 0.29% of 330,000 active; AID 2380, 2010;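 active means compounds whose signal lies at least 3.5 SD above the mean of all wells on their plate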;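 further: 0% = DMSO-treated cells in low-serum medium and 100% = 10% serum control; some compounds called inactive have numbers as strong as hits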
hIAP act – human IAP activators, primary screen, biochemical, luminescence, uHTS; AID 2524, 2010; purified human IAP, CDP-Star luminescence, 30 min; stronger effect = higher value; 1 = vehicle-only enzyme, 0 = enzyme-free background; activation factor at 10 µM; Intestinal-type alkaline phosphatase (Homo sapiens), P09923; 0.16% of 330,000 active;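 active means activation factor of the enzyme at least 2-fold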; further: the source names both 10 and 20 µM as test concentration; values of inactives mirror those of a sister screen read the other way
MPTP inh – mitochondrial permeability transition pore inhibitors, primary screen, biochemical, isolated mouse mitochondria, absorbance | 1.4% of 360,000 active | inhibition, % at 10 µM | AID 602449, 2012 | Ca2+ swelling absorbance, 30 min;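 active means inhibition of 50% or more, scaled per plate between neutral and stimulator controls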;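 further: 0% = DMSO wells given calcium and 100% = 1 mM EGTA wells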
mIAP inh – inhibitors of mouse IAP, primary screen, biochemical, luminescence, uHTS. intestinal alkaline phosphatase [Mus musculus]. purified mouse IAP, CDP-Star luminescence, 30 min. inhibition, % at 10 µM. 0.2% of 330,000 active. AID 2806, 2010;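 active means inhibition of at least 40% at 10 µM in the primary screen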;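 further: plate controls were DMSO with enzyme for no effect and no enzyme wells for full effect; values of inactives mirror those of a sister screen read the other way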
A3G deaminase – APOBEC3G DNA deaminase inhibitors, primary screen, biochemical, fluorescence, single-stranded DNA substrate, uHTS; AID 493012, 2011; inhibition, % at 20 µM; recombinant A3G, ssDNA deamination FAM/TAMRA fluorescence; DNA dC->dU-editing enzyme APOBEC-3G (Homo sapiens), Q9HC16; 0.28% of 330,000 active;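 active means inhibition of at least 40% at 20 µM, with no more than 30% in the related APOBEC3A deaminase screen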;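 further: plate controls were DMSO wells with A3G for no effect and wells lacking A3G enzyme for full effect; some compounds called inactive have numbers as strong as hits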
Target sequence (Q9HC16 whole entry, looked up): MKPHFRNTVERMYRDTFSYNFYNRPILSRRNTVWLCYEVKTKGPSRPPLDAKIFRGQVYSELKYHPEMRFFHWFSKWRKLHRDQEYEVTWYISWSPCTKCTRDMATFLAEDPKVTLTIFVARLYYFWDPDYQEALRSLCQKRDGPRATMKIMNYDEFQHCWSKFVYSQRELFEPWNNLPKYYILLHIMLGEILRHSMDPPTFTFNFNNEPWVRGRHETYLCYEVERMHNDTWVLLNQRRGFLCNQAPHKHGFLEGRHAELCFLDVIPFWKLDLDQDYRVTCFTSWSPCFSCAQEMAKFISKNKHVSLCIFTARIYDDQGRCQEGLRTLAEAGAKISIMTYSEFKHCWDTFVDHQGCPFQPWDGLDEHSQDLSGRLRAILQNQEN
hIAP inh – human IAP inhibitors, primary screen, biochemical, luminescence, uHTS; Intestinal-type alkaline phosphatase (Homo sapiens), P09923; purified IAP, CDP-Star luminescence, 30 min; inhibition, % at 10 µM; 0.12% of 330,000 active; AID 2544, 2010;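 active means inhibition reaching a set limit with compound at 10 µM in the primary screen, cut at about 35% in these data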;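 further: plate controls were DMSO wells with enzyme for no effect and no-enzyme buffer wells for full effect; values of inactives mirror those of a sister screen read the other way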
APOBEC3A inh – APOBEC3A ssDNA deaminase inhibitors, primary screen, selectivity assay for APOBEC3G inhibitor project, biochemical, FAM/TAMRA oligo cleavage fluorescence; recombinant A3A, FAM/TAMRA ssDNA deamination fluorescence; 0.41% of 330,000 active; DNA dC->dU-editing enzyme APOBEC-3A (Homo sapiens), P31941; inhibition, % at 20 µM;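 active means at least 40% inhibition at 20 µM here, with at most 30% in a related deaminase screen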;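 further: plate controls were A3A with DMSO for no effect and wells lacking A3A enzyme for full effect; some results filed as inactive read as strong as hits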
Target sequence (P31941 whole entry, looked up): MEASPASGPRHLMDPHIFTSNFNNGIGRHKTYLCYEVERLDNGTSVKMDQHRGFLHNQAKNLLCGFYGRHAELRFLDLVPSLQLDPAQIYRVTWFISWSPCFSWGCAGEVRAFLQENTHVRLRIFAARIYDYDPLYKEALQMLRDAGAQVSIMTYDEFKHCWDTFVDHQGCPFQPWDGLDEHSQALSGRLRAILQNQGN
mIAP act – activators of mouse IAP, primary screen, biochemical, luminescence, uHTS | intestinal alkaline phosphatase [Mus musculus] | activation factor at 10 µM | 0.24% of 330,000 active | muIAP, CDP-Star luminescence, 30 min; stronger effect = higher value; 1 = vehicle-only enzyme signal, 0 = enzyme-free wells;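 active means activation factor of at least 2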; further: the source names both 10 and 20 µM as test concentration; values of inactives mirror those of a sister screen read the other way
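also added = chemiluminescent substrate CDP-Star | test system = mouse IAP enzyme | signal = chemiluminescence readout | compound = DMSO-dissolved test compounds | incubation = 30 min at room temperature | benchmarks = DMSO wells, no-enzyme wells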
Active calls of the source: *.

SMILES	NR3A LBD binder	beta cell repl	hIAP act	MPTP inh	mIAP inh	A3G deaminase	hIAP inh	APOBEC3A inh	mIAP act
CCOC(=O)c1cc(CC)sc1/N=C/C1=C(O)CC(C)(C)CC1=O	-3	-1	0.99	0.6	-1	-5	1	-3	1
O=S(=O)(NC1CCCCC1N1CCN(c2ccc(F)cc2)CC1)c1ccccc1 (stereo not given)	0	-6	1.1	0.3	-2	-10	-13	-11	1
CN1CCN(NC(=O)CSc2ccc(Cl)cc2Cl)CC1	0	0	1.8	2.1	-1	-3	-81	-2	1
CCCc1cc(=O)[nH]c(SCC(=O)Nc2sc3c(c2C#N)CCC(C)C3)n1 (stereo not given)	-5	-4	0.98	30	13	-12	2	-4	0.87
CCNC(=S)N/N=C1\CCCCc2ccccc21	5	0	1	1.0	-6	1	-2	-3	1.1
Cc1ccccc1CSc1nnc(-c2ccncc2)o1	-2	1	0.93	0.0	10	-11	7	-4	0.91
N#Cc1c(C(F)(F)F)cc(C2CC2)nc1N1CCCC1	3	-2	0.98	0.7	-3	-6	2	5	1
Cc1cccc(NC(=O)c2ccc(OCc3c(C)noc3C)cc2)c1	0	-1	0.97	1.4	-13	-7	3	-1	1.1
COc1ccccc1OCc1csc(N)n1	-1	2	1	-0.4	-4	-18	0	0	1
CCC(=O)N1CCN(c2ccc(NC(=S)NC(=O)c3ccc(OC)c([N+](=O)[O-])c3)cc2)CC1	-2	1	0.92	-1.1	3	-10	8	-2	0.97
Cc1ccc(S(=O)(=O)NC(=O)c2ccc(Br)o2)c(C)c1	-3	9	0.87	0.1	5	1	13	0	0.95
Cc1ccc(NC(=O)c2sc3nc(C)cc(C)c3c2N)cc1	-1	-3	0.94	0.6	-10	-8	6	-2	1.1
Cn1nc(-c2ccc(Cl)cc2)c2cc(C(=O)NCC3CCCO3)sc21 (stereo not given)	-5	-1	0.83	0.4	3	-3	17	-5	0.97
COC(=O)Cc1[nH]nc2c1C(c1ccc(O)c(OC)c1)C(C#N)=C(N)O2 (stereo not given)	-1	-3	0.67	3.0	38	7	33	9	0.62
COc1ccc(O)c(/C=N/NC(=O)c2cccc(N3CCCC3=O)c2)c1	4	-1	2*	-0.8	-10	-2	-105	1	1.1
COC(=O)c1ccc(Oc2nc(NC(C)C)nc(NC(C)C)n2)cc1	-1	0	1.1	2.1	3	2	-7	14	0.97
CCCCNC(=O)c1onc(CSc2cc(C)cc(C)c2)c1C(=O)O	-4	-3	0.93	2.0	1	-3	7	-2	0.99
Cc1sc(-n2c(C)cc(/C=N/n3cnnc3)c2C)c(C#N)c1C	1	0	0.79	-1.6	5	35	22	0	0.95
COc1ccc(S(=O)(=O)N2CCc3cc(OC)c(OC)cc3C2)cc1	1	0	0.97	1.4	5	-2	3	4	0.95
COc1cc(C(=O)C(=O)c2ccc(O)c(OC)c2)ccc1O	5	-3	1	-1.2	-4	2	-4	-2	1
Cc1cc(C)c(C(=O)OCc2csc(CC(=O)Nc3ccccc3C)n2)c(C)c1	-4	-1	0.86	-0.4	-7	-7	14	6	1.1
Cc1ccc(C)c(Cn2c3ccccc3c3cnn(CC(=O)NCc4ccccn4)c(=O)c32)c1	0	-2	1.1	-1.7	-2	-11	-8	-10	1
Cc1cccc(C)c1NC(=O)CNC(=O)c1ccncc1	1	-1	1.3	-0.2	8	-5	-26	-5	0.93
Nc1ccc(-c2nc3ccccc3o2)cc1	9	-1	0.97	-0.3	3	-7	3	10	0.97
Cc1ccc(NC(=O)C2(C)Cc3ccccc3C(=O)O2)cc1 (stereo not given)	0	-4	1.1	0.6	-1	-3	-10	-4	1
CCCN1CCC(NC(=O)Nc2ccccc2C(=O)OC)CC1	1	-4	0.96	-1.1	0	-2	4	-4	1
CCc1cc(=O)oc2cc(C)cc(OC(C)C(=O)NCc3ccncc3)c12 (stereo not given)	-1	0	1.2	-0.3	1	-2	-21	-4	0.99
O=C(NC(=S)NNC(=O)[C@H]1C[C@@H]1c1ccccc1)c1ccc(F)cc1	-2	-3	0.84	0.3	8	6	16	1	0.92
Cc1ccc(/C=N/NC(=O)c2cccc(NC(=O)c3ccccc3Cl)c2)o1	-6	0	0.96	-1.8	9	-2	4	-3	0.91
O=C(NNC(=O)c1ccncc1)NC1CCCCC1	0	2	1.1	-1.5	-5	-6	-6	-1	1
CCOC(=O)C(NC(C)=O)(NC(C)C)C(F)(F)F (stereo not given)	-1	2	1.1	-0.4	2	2	-9	-4	0.98
COC(CN1C(=O)C(O)=C(C(C)=O)C1c1ccccn1)OC (stereo not given)	1	-1	0.97	-2.0	8	0	2	-1	0.92
O=C(NCCNc1nccc(C(F)(F)F)n1)c1cccs1	0	1	0.9	1.2	-2	-8	10	-3	1
CCOC(=O)COc1ccc(C(=O)c2ccccc2)c(O)c1	-2	-4	0.85	-7.6	0	0	15	2	1
Cc1ccc(CN2CCNC(=O)C2CC(=O)N(C)CCc2ccccc2)cc1 (stereo not given)	0	0	1.2	0.0	4	-9	-15	3	0.96
O=C(COc1ccccc1)OCC(=O)c1ccc(S(=O)(=O)N2CCCCC2)cc1	0	-1	1	-0.3	-8	-5	-2	-1	1.1
O=S(=O)(NCc1ccc(F)cc1)c1ccc(-n2cccn2)cc1	2	0	1.1	-1.3	5	3	-14	0	0.95
O=C(CSc1nc2sc3c(c2c(=O)[nH]1)CCCC3)NCCO	-1	-3	0.94	-0.2	4	-2	6	0	0.96
COc1ccc(OCC(=O)N/N=C(\C)c2cc3ccccc3o2)cc1	0	-4	1.1	1.4	6	-9	-6	-2	0.94
Cc1nsc(N)c1C(=O)O	1	1	0.95	0.3	1	-9	5	0	0.99
Cc1ccc(NC(=O)N2CCN(C/C=C/c3ccccc3)CC2)cc1	-1	1	1.1	0.7	2	-3	-10	-1	0.98
CCCC(=O)Nc1ccc(C(=O)Nc2cccc(OC)c2)cc1	2	-2	0.84	0.1	5	-4	16	-1	0.95
O=C(CSc1ccc(F)cc1)Nc1cccc(S(=O)(=O)N2CCOCC2)c1	-2	-3	1	-0.1	-5	2	-5	2	1.1
NC1=NC2(CCCCC2)N(c2ccc(F)cc2F)C(N)=N1	0	-2	1	1.6	-1	1	-3	1	1
COC(=O)CCc1ccc(OCC(O)CNC(C)C)cc1 (stereo not given)	0	-6	1	-1.1	-2	-3	-2	0	1
CC1(C(=O)NC2CCCCCCC2)CCC(=O)N1Cc1ccco1 (stereo not given)	2	0	0.97	-0.6	0	-4	3	-4	0.99
Cc1noc(C)c1COc1ccccc1C(=O)NCCc1ccc(Cl)cc1	-20	-1	1.2	3.4	9	-7	-16	-3	0.91
COc1ccccc1NC(=S)N(Cc1ccco1)Cc1cc2ccc(C)c(C)c2[nH]c1=O	-10	0	0.95	2.4	9	-11	5	2	0.91
CCN(CC(=O)NC(C)(C)C)C(=O)c1ccccc1SCC(=O)NC1CCCCCCC1	0	7	1.2	0.4	-9	-8	-18	-3	1.1
CCc1ccccc1NC1=NCC(=O)N1Cc1ccc2c(c1)OCO2	2	-1	1.1	-0.7	2	-10	-9	-4	0.98
CCn1c(Cc2ccc(OC)cc2)nnc1SCC(=O)Nc1ccc(N2CCOCC2)cc1	-2	0	0.92	-0.5	2	-8	8	-4	0.98
CCc1nnc(NC(=O)C(c2ccccc2)c2ccccc2)s1	1	0	1.1	0.6	7	-5	-9	0	0.93
Cc1cc(C)cc(N(CC(=O)NC(C)(C)C)C(=O)CCC(=O)Nc2nccs2)c1	4	-4	0.96	-2.3	-6	-4	4	-3	1.1
Cc1[nH]nc2c1C(c1ccco1)C(C#N)=C(N)O2 (stereo not given)	-3	-3	0.96	0.0	10	-6	4	-4	0.91
O=C(C1CCN(S(=O)(=O)c2cccnc2)CC1)N1CCCCC1	0	-2	1.1	0.4	13	-4	-9	-2	0.87
O=C(Cc1ccccc1)NCC1COc2ccccc2O1 (stereo not given)	-2	-3	1.2	0.1	-2	-7	-25	0	1

Source: PubChem BioAssay
